Source: PubChem
Tau fibril FP – blocks human tau fibril formation measured by polarization. P10636. 280,000 compounds, 0.39% hits. K18 P301L tau heparin fibrillization, Alexa594 FP, 6 h. Potency, µM (titrated, usually from 57.7 µM), inactives show at the top dose activity, negative = inhibition, hits mostly inhibitors; also: potency is read from the fitted curve at half-maximal effect; % is scaled to controls: 0 for no effect and ±100 for the full control effect; nearly all actives have a fitted effect of over 55% in size
Target sequence (P10636 561-689 P618L limits assumed): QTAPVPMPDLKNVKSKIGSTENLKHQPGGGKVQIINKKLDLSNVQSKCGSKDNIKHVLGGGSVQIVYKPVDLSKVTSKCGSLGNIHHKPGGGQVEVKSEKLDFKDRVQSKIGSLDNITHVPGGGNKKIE
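Read-out: fluorescence polarization of Alexa 594-labeled tau (0.24 uM), 555 nm excitation, 632 nm emission. Mixtures held 15 uM unlabeled K18 P301L, compound and 20 uM heparin, pH 7 acetate buffer, incubated 6 hr at 37 C.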
TexasRed fluor – alters Texas Red total fluorescence, flagging assay interference | TRb/SRC2 Texas Red total fluorescence interference | Potency, µM (highest dose often 106 µM), for inactives: top-dose fluorescence change, negative = quenching | AID 1479 | 280,000 compounds, 0.29% hits; active = well fitted curve in either direction with a large enough effect; inconclusive = small, poorly fitted or top-dose-only effect; also: potency is read from the fitted curve at half-maximal effect; % is scaled to controls: 0 for no effect and ±100 for the full control effect
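Human TRβ ligand-binding domain (0.6 uM) and Texas Red SRC2 peptide (20 nM) in Tris buffer with 1 uM T3 and 5% DMSO were incubated with pinned compound for 5 hr at ambient temperature. Total fluorescence was computed as S + 2P (555/632 nm).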
TRb SRC2 PPI – inhibitors of human thyroid hormone receptor beta-SRC2 interaction; TRbeta-SRC2 peptide binding, fluorescence polarization; receptor liganded with 1 µM T3; P10828; 280,000 compounds, 0.065% hits; Potency, µM (titrated, usually from 106 µM), inactives show at the highest dose activity change, negative = inhibition, actives largely listed as inhibitors;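 also: potency is read from the fitted curve at half-maximal effect; plate controls were bound peptide for no effect and peptide without receptor for full effect; nearly all actives have a fitted effect of over 50% in size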
Target sequence (P10828 whole entry, looked up): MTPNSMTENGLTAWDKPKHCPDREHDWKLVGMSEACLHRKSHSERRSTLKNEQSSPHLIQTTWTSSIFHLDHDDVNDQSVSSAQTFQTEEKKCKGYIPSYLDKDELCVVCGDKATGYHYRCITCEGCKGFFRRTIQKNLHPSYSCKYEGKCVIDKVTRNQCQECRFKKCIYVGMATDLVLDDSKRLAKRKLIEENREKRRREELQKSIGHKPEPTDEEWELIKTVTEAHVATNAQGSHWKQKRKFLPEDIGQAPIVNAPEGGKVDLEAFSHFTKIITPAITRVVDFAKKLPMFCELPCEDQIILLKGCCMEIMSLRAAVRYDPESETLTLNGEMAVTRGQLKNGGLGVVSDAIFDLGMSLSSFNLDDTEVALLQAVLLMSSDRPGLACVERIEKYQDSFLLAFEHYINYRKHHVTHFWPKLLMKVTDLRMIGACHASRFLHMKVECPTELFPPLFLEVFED
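Human TRb ligand-binding domain (0.6 uM) is mixed with 20 nM Texas Red SRC2 peptide and 1 uM T3; after compound addition and 5 hr at ambient temperature, polarization is measured and normalized to unbound and bound controls.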
Tau fluor cs – counter-screen for tau fibril formation inhibitors | Potency, µM (doses to about 57.7 µM), for the others: top-dose activity change, negative = decrease | 280,000 compounds, 0.93% hits | tau K18 P301L (four-repeat tau fragment) Alexa594 fluorescence, heparin fibrillization; also: potency is read from the fitted curve at half-maximal effect; % is scaled to controls: 0 for no effect and ±100 for the full control effect; nearly all actives have a fitted effect of over 55% in size
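Human K18 P301L tau (15 uM unlabeled plus 0.24 uM Alexa 594-labeled, final) in 100 mM sodium acetate pH 7 was mixed with compound and 20 uM heparin and incubated 6 hr at 37 C.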
NPSR antagonist – neuropeptide S receptor (human) antagonism, cAMP | Q6W5P4 | CHO-NPSR cells, cAMP TR-FRET, antagonist mode | Potency, µM (top dose mostly 38.3 µM), inactives show at the top dose activity change, negative = inhibition, most hits filed as inhibitors | 220,000 compounds, 1% hits | AID 1461; also: potency is read from the fitted curve at half-maximal effect; % is scaled to controls: 0 for no effect and ±100 for the full control effect; nearly all actives have a fitted effect of over 50% in size; many of its hits are not listed in these tables
CBFb-RUNX1 inh – inhibitors of human CBF-beta and RUNX1 interaction | Q01196+Q13951 | AlphaScreen CBFb-His/RUNX1-biotin binding, biochemical | Potency, µM (titrated, usually from 59.8 µM), for inactives: top-dose activity, negative = inhibition, hits mostly inhibitors | 230,000 tested, under 10 active | AID 1477; also: % of control where 0% means no effect
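Inhibition was taken as any reduction in AlphaScreen signal from the CBF-beta–RUNX1 pair (His and biotin tags, 30 nM each), measured after compound (15 min) and bead (90 min) incubations at room temperature.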
Epigenetic reg – regulators of epigenetic silencing causing reporter derepression in mouse cells; murine LDR cells, GFP reporter derepression, 30 h; Potency, µM (top dose mostly 53.9 µM), without a hit: at the top dose GFP activation, actives largely listed as activators; 280,000 compounds, 0.2% hits; AID 1865; also: potency is read from the fitted curve at half-maximal effect; % of control where 0% means no effect; nearly all actives have a fitted effect of over 60% in size
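Reporter derepression read as number of fluorescent GFP-positive objects, 20-120 um in size, counted by laser-scanning cytometer. Mouse LDR line with an epigenetically silenced CMV-GFP locus; compound incubation 30 h, 37 C.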
aGal spleen mod – inhibitors or activators of human alpha-galactosidase in spleen homogenate. P06280. human spleen homogenate, 4MU-alpha-Gal fluorescence, 40 min. Potency, µM (doses to about 80 µM), for the others: at the highest dose activity change, negative = inhibition, hits mostly inhibitors. 240,000 compounds, 0.008% hits;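 also: potency is read from the fitted curve at half-maximal effect; 0% = enzyme with vehicle and -100% = no enzyme basal signal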
Target sequence (P06280 32-429 limits assumed): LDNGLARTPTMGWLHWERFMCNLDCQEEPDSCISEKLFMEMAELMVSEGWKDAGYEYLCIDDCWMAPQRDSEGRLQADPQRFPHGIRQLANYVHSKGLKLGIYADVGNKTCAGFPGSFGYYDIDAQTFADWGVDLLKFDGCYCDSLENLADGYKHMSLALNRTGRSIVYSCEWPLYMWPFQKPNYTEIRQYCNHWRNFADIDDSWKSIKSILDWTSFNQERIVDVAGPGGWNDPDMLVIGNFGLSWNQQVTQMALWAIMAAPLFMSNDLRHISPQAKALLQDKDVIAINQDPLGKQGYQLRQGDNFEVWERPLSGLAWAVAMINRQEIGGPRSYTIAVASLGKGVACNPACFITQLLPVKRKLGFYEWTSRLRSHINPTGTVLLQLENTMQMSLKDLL
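Human spleen homogenate (1 ug) was the enzyme source, with 4-methylumbelliferyl-alpha-D-galactopyranoside (1 mM final) in pH 5.0 citrate buffer with 0.01% Tween-20. Compounds were titrated; after 40 min at 37C, NaOH/glycine stop, 4-MU fluorescence read; AC50 from Hill fits.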
* marks the source's active call; other numbers are inactive results; ? = inconclusive; . = no result given; [ ] = dose if it differs, or a comment. Unless noted, calls follow the shape of the dose curve; as a rule, active = well fitted curve in the direction sought with a large enough effect; inconclusive = small, poorly fitted or top-dose-only effect, or another doubt; inactive = no such curve, though single readings can be large; an effect the other way counts as inactive or inconclusive.

SMILES	Tau fibril FP	TexasRed fluor	TRb SRC2 PPI	Tau fluor cs	NPSR antagonist	CBFb-RUNX1 inh	Epigenetic reg	aGal spleen mod
CCOC(=O)c1cnc(-c2ccccc2)nc1Oc1ccc(Cl)c(Cl)c1	-6%	0%	-1%	2%	-2%[46.1 µM]	4%	-0.9%	-8%
COc1ccc2c(CC(=O)NCCN3C(=O)S/C(=C\c4cccnc4)C3=O)coc2c1	?	-9%	2%	-24%	-4%	?	-1.5%	0%
CCOC(=O)CC1=C(C(=O)OCC)C(c2cccnc2)C(C#N)=C(N)O1 (stereo not given)	-12%	3%	8%	-15%	-12%[46.1 µM]	-2%	-0.1%	-6%
Cc1ccc(Cl)cc1N1CCN(S(=O)(=O)c2cc(Br)cc3c2N(C(=O)C2CC2)CC3)CC1	-14%	-1%	7%	-20%	.	.	-0.2%	.
O=C(CN1C(=O)COc2ccccc21)NCCCN1CCN(Cc2ccccc2)CC1	1%	-1%	-3%	9%	7%[46.1 µM]	10%	0.0%	2%
CCN(Cc1ccccc1)S(=O)(=O)c1ccc(F)c(C(=O)Nc2cc(C(F)(F)F)ccc2Cl)c1	-13%	-2%	7%	-17%	.	.	3.5%	.
COc1cc(CCNC(C)=O)c(C(=O)/C=C/c2cccc(OC)c2OC)cc1OC	4%	-2%	3%	0%	.	5%	-1.1%	5%
O=C(CN1CCN(Cc2ccccc2Cl)C1=O)NCCCN1CCOCC1	5%	3%	5%	-1%	9%	3%	0.0%	13%
Cc1ccc(NC(=O)N2CCN(c3cc(-c4noc(C)n4)ccc3C)CC2)c(C)c1	-7%	0%	1%	7%	.	.	2.2%	.
COc1nc(OCCNC(=O)Nc2ccccc2)nc(N(C)C)n1	-3%	0%	-18%	-24%	12%[46.1 µM]	13%	-1.5%	-6%
COc1ccc(NC(=O)C2CCCO2)cc1 (stereo not given)	2%	-2%	-3%	-2%	13%[46.1 µM]	11%	-3.5%	4%
Cc1ccc(C(=O)c2oc3ccccc3c2NC(=O)Cc2ccccc2)cc1	-17%	-6%	6%	?	.	.	1.1%	.
CCCN1CCCc2cc(CN)ccc21	-17%	9%	-9%	?	-23%[46.1 µM]	-23%	-3.2%	4%
COc1ccc(CN(C(=O)Cc2cccs2)C(C(=O)NC2CCCC2)c2ccncc2)cc1 (stereo not given)	3%	0%	-17%	4%	-21%[46.1 µM]	0%	-1.1%	-2%
O=C(NNC(=O)C1CCN(S(=O)(=O)c2cccc(Cl)c2)CC1)C1CC1	9%	0%	1%	-11%	2%	23%	0.5%	12%
OC1CCCN(Cc2cccc3ccccc23)C1 (stereo not given)	5%	-2%	-6%	5%	1%[46.1 µM]	2%	-1.1%	3%
N/C(Cc1ccc(Cl)cc1)=N\OC(=O)c1ccccc1	2%	-6%	-4%	-11%	-10%[46.1 µM]	8%	-1.6%	0%
CC(=O)NN1C(=O)c2ccc(Oc3ccc4c(c3)C(=O)N(NC(C)=O)C4=O)cc2C1=O	-14%	-1%	2%	2%	21%	3%	6.2%	-6%
CCn1nc(NC(=O)c2ccccc2)c2cc3cccc(C)c3nc21	-12%	-1%	-7%	?	41%	?	-0.8%	0%
CCN1CCN(c2nc(C)c3c(n2)CC(C)CC3=O)CC1 (stereo not given)	-4%	-3%	-2%	3%	1%	0%	0.0%	-11%
CCOC(=O)N1CCC(NC(=O)C2CCCN(C(=O)c3cc4sccc4n3C)C2)CC1 (stereo not given)	-2%	0%	7%	-3%	-15%[46.1 µM]	0%	-0.8%	4%
O=C(Cn1nnc2ccccc21)Nc1ccccc1[N+](=O)[O-]	-3%	1%	1%	-2%[2.34 µM]	-2%	3%	1.1%	10%
O=S(=O)(Nc1cc(S(=O)(=O)N2CCOCC2)ccc1N1CCOCC1)c1ccc2c(c1)OCCO2	2%	1%	8%	-6%	-2%	-5%	-1.5%	-15%
O=C(NCc1ccccc1Cl)C1CCN(S(=O)(=O)N2CCOCC2)CC1	-6%	1%	-13%	-5%	30%	3%	-4.8%	0%
N#Cc1cc([N+](=O)[O-])ccc1NCCc1ccccn1	-2%	-3%	1%	-7%	11%	4%	0.0%	-6%
Cc1ccccc1C(=O)Nc1ccccc1C(=O)NCc1ccccc1	-5%	-3%	-10%	-21%	-3%[46.1 µM]	3%	-0.3%	-7%
CCn1cc(C(=O)N2CCN(c3ccccn3)CC2)c(=O)c2cc(S(=O)(=O)N(C)C3CCCCC3)ccc21	8%	-1%	0%	-9%	-42%	0%	-0.1%	3%
O=C(NNS(=O)(=O)c1ccc(C(=O)NC2CCCC2)cc1)c1ccncc1	-3%	-1%	2%	3%	6%	5%	6.6%	3%
O=C(Nc1ccc(Cl)cc1)N1CCOC12CCCCC2	-5%	-2%	1%	-3%	5%	4%	0.9%	-2%
COc1ccc(C(=O)N2CCN(c3nc4c(C)c(Cl)ccc4s3)CC2)c(OC)c1	-6%	-1%	-3%	-17%	.	.	0.9%	.
COc1ccccc1CNC(=O)c1cc2sccc2n1Cc1ccc(F)cc1	-12%	1%	3%	-26%	.	.	-0.4%	.
COCCN(CC(=O)NC1CCCCC1)C(=O)c1csnn1	3%	0%	-25%	2%	-3%[46.1 µM]	-2%	-2.3%	1%
CC1CCCN(C(=O)c2cc3c(Cl)nc4ccccc4c3s2)C1 (stereo not given)	0%	-6%	-3%	-13%	.	.	-1.1%	.
Cc1nc2ccccc2oc1=O	10%	-3%	2%	?	.	12%	0.8%	9%
COc1c(F)c(F)c(C(=O)Nc2ccc(NC(=O)Cc3ccccc3)cc2)c(F)c1F	-16%	-3%	-10%	-3%	12%	5%	0.0%	6%
Cc1nn(Cc2ccc(F)cc2)c(C)c1NC(=O)c1cc(CC(C)C)on1	3%	-21%	7%	-7%	.	.	-0.7%	.
Cc1ccc(-c2ccc(S(=O)(=O)NCC3CCCO3)cc2)cc1 (stereo not given)	6%	-4%	-4%	-12%	31%	-6%	-1.1%	2%
Cc1oc(-c2ccc(Cl)cc2)nc1CN1CCC(C(=O)NCc2cccs2)CC1	6%	-1%	8%	-5%	?	1%	-1.0%	-3%
Cc1occc1C(=O)NNC(=O)C1CCCC1	-3%	0%	-9%	-3%	13%	11%	-0.1%	-1%
NC(=O)c1ccc(SCC(=O)NC2CCCCC2)c([N+](=O)[O-])c1	1%	0%	0%	0%	1%	6%	0.0%	-3%
CC(=O)NC(=S)Nc1ccc(N2CCOCC2)c(S(=O)(=O)Nc2cc(Cl)ccc2Cl)c1	-14%	0%	-6%	?	-14%	-4%	1.1%	2%
Cc1ccc(C)c(N2CCN(C(=O)C(CC(C)C)NS(=O)(=O)c3ccc4nc(C)sc4c3)CC2)c1 (stereo not given)	6%	-1%	3%	-14%	.	.	-1.1%	.
C=CCN(CC=C)Cc1nc(N)nc(Nc2ccccc2C)n1	-3%	-2%	-2%	-5%	18%	-27%	-0.4%	3%
CC(=O)Nc1cccc(C(=O)N/N=C/c2ccc(C)o2)c1	-1%	0%	4%	1%	-5%	-1%	-1.5%	-1%
O=C(CN1C(=O)NC2(CCCCC2)C1=O)Nc1ccc(N2CCOCC2)cc1	2%	-2%	-12%	-17%	14%	5%	-1.1%	-1%
Cc1ccccc1-n1c(=O)cc(N2CCc3ccccc32)[nH]c1=O	2%	3%	-18%	-4%	-10%[46.1 µM]	7%	-0.8%	2%
N/C(=N/O)c1ccccc1N1CCC(Cc2ccccc2)CC1	0%	-2%	-4%	-12%	-15%	0%	0.0%	-17%
N#Cc1c2ccc(O)cc2n2ccccc12	13%	-6%	0%	?	-26%	27%	-1.0%	0%
CC(=O)NCc1nc2ccccc2n1C(C)C	-6%	0%	6%	-1%	2%[46.1 µM]	4%	-1.8%	-1%
COc1ccc(CNC(=O)COC(=O)Cc2ccsc2)cc1	0%	2%	2%	-9%	11%	7%	-0.2%	-5%
CC(C)(C)c1ccc(C(=O)C=[N+]=[N-])cc1	0%	-6%	-2%	-2%	-7%[46.1 µM]	4%	3.0%	6%
CSc1ccc(C(=O)C2CCCN(C(=O)c3csc(C(C)=O)c3)C2)cc1 (stereo not given)	5%	-1%	-1%	-4%	1%	5%	1.4%	6%
COc1ccccc1CN(Cc1cc2cc(C)ccc2[nH]c1=O)Cc1nnnn1Cc1ccco1	6%	2%	-18%	-2%	?	-7%	?	6%
Cc1cc(C)n2nc(S(=O)(=O)Nc3c(Cl)cccc3Cl)nc2n1	-1%	0%	2%	5%	17%	5%	-1.6%	1%
COc1cc(-c2[nH]nc3c2C(c2ccoc2)C(C#N)=C(N)O3)cc(OC)c1OC (stereo not given)	-8%	-3%	-11%	-18%	-28%[46.1 µM]	0%	-2.0%	-9%
O=C(CN1CCN(Cc2ccc(Cl)cc2)C1=O)NCCCN1CCOCC1	5%	-2%	-5%	-9%	-7%[46.1 µM]	-2%	-1.0%	-5%
Cc1ccc(OCCCC(=O)Nc2ccc(S(=O)(=O)Nc3ccccn3)cc2)cc1	-1%	-2%	-9%	-19%	-12%	-8%	6.6%	0%

Not all compounds are listed; rates above refer to the full screens.
